FN deposition inh = inhibitors of fibronectin matrix deposition, primary screen, AH1F cells, Alexa488-fibronectin fluorescence, plate reader | AH1F fibroblasts, overnight | inhibition, % at 12.6 µM | actives 0.086% (n = 350,000);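 active means mean inhibition across replicates of 30% or more, regardless of how many single replicates reach that level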;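 further: positive control wells lacked labelled fibronectin entirely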
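Assay system: AH1F fibroblast monolayer, labelled fibronectin deposition. Amount: 10000 cells per well. Also added: labelled fibronectin 24 nM. Compound: single-point pinned compound. Incubation: cell attachment 1 h, compound and FN exposure overnight. Detection: fluorescence after three HBSS washes, excitation 485 nm, emission 525 nm. Read-out: inhibition of fibronectin deposition signal.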
EWS-Fli inh = EWS/Fli-driven NR0B1 reporter inhibitors, primary screen, A673 cells, NR0B1 luciferase, luminescence, MLPCN library. viability-normalised. inhibition, % at 12.6 µM. actives 0.67% (n = 350,000);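 active means mean inhibition of at least 50% after viability correction, with every replicate also passing that limit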;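 further: firefly luciferase signal divided by Alamar Blue viability fluorescence both relative to DMSO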
Cneo AK release = Cryptococcus neoformans cell lysis inducers, primary screen, AK release luminescence, single concentration. C. neoformans lysis, adenylate kinase release luminescence, 4 h; normalised: neutral wells 0, clomiphene wells 100. lysis activity, % at 15 µM. actives 0.2% (n = 360,000). AID 651654, 2012;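 active means mean lysis activity across replicates of at least 80%, whatever share of replicates individually reach that level; inactive means mean lysis activity below 80%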
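Test system: log-phase Cryptococcus neoformans yeast cells. Input: 5 × 10^6 yeast cells/mL. Medium: fresh YPD growth medium. Doses: single dose. Incubation: static 4 h at 37 °C with compound, 1 h detection. Measured by: luminescent adenylate kinase detection reagent. Read-out: signal increase indicating cell lysis. Benchmarks: Clomiphene.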
Casp6 inh = human caspase-6 inhibitors, primary screen, biochemical, VEID-R110 fluorescence, single point, set 2; actives 0.53% (n = 350,000); P55212; inhibition, % at 12.5 µM; purified caspase-6, Z-VEID-R110 cleavage fluorescence;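 active means mean inhibition across replicates at least about 35%, with every replicate also reaching that limit, limit read from the data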;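 further: 0% = median of neutral control wells and 100% = no fluorescence left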
Target sequence (P55212 24-179 limits assumed): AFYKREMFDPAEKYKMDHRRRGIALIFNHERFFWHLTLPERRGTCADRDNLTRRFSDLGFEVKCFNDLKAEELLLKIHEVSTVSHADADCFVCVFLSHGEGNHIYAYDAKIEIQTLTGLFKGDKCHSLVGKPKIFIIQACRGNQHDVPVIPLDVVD
Target sequence (P55212 194-293 limits assumed): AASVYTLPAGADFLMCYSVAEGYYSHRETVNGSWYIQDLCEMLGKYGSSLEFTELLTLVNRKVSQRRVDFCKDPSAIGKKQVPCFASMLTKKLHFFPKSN
LGR2 antag = inhibitors of bursicon-induced LGR2 CRE-luciferase signal, primary screen, cell-based, HEK293, CRE-luciferase reporter, bursicon stimulation; Drosophila bursicon receptor LGR2 (rickets); bursicon-stimulated, 4 h; inhibition, % at 9.99 µM; actives 0.35% (n = 380,000); AID 720647, 2013;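 active means drop in luminescence signal, shown as inhibition above about 50% in the replicate tests, limit read from the data, passing the limit was not always enough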;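 further: agonist challenge used bursicon conditioned medium at about half maximal strength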
miR122 inh = miR-122 Renilla sensor signal increase in Huh7, primary screen, miR-122 inhibitor project, cell-based, single point, plate reader; Huh7 miR-122 Renilla luciferase sensor, 48 h; neutral wells = 0, positive control = 100; actives 0.3% (n = 340,000); activation (reporter increase), % at 12.5 µM; AID 602342, 2012;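 active means mean replicate activation score at least 90 and every replicate individually at or above 90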;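 further: higher luciferase means less miR-122 activity so hits act as miR-122 inhibitors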
PAX8 inh HTS = inhibitors of PAX8-driven TPO luciferase reporter, primary screen, RMG-I cells, single concentration; SteadyGlo, 24 h; inhibition, % at 12.6 µM; actives 1.2% (n = 360,000); AID 652154, 2013;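 active means mean replicate inhibition at least 60% with every replicate also reaching 60%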;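 further: luciferase light reporting Pax8 driven TPO promoter activity; plate controls were median of neutral control wells for no effect and mitoxantrone controls for full effect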
PGC1a acetyl inh = inhibitors of PGC1a acetylation signal, primary screen, cell-based, U2OS, AlphaScreen, inhibitor mode | AlphaScreen anti-acetyl-lysine; with virally co-expressed GCN5 acetyltransferase | inhibition, % at 15.6 µM | actives 0.17% (n = 350,000) | AID 651687, 2012;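 active means every replicate shows inhibition of at least 40%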;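 further: 0% = neutral control wells and 100% = positive control wells; some results beyond the cut were filed as inactive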
The depositor's hits bear a star; . = not tested or not shown; & = joins results of further samples; [ ] = another dose, or the depositor's remark. An unsorted share of the library. About 2.5% of those tested had a hit in this group.

Preview (4 entries):
SMILES	FN deposition inh	EWS-Fli inh	Cneo AK release	Casp6 inh	LGR2 antag	miR122 inh	PAX8 inh HTS	PGC1a acetyl inh
CCn1c(SCC(=O)OC)nc2sc3c(c2c1=O)CC(C)(C)OC3	-5.3	-2.2	-1.4	1.0	-6.1	-2.7	-4.1	0.7
CC(C)CSc1oc(-c2ccco2)nc1S(=O)(=O)c1ccccc1	11.6	-2.3	.	-2.6	0.1	.	0.9	0.3
O=C(CN1C(=O)c2cccnc2Oc2ccc(Cl)cc21)N1CCCCCC1	-3.0	12.0	-0.3	-8.2	-2.9	-3.4	19.9	4.1
NNC(=O)c1ccccc1-n1cccc1	-2.4	8.7	3.1	-1.7	.	0.7	12.6	-4.5

The list itself, from the first entry:
SMILES	FN deposition inh	EWS-Fli inh	Cneo AK release	Casp6 inh	LGR2 antag	miR122 inh	PAX8 inh HTS	PGC1a acetyl inh
CCn1c(SCC(=O)OC)nc2sc3c(c2c1=O)CC(C)(C)OC3	-5.3	-2.2	-1.4	1.0	-6.1	-2.7	-4.1	0.7
CC(C)CSc1oc(-c2ccco2)nc1S(=O)(=O)c1ccccc1	11.6	-2.3	.	-2.6	0.1	.	0.9	0.3
O=C(CN1C(=O)c2cccnc2Oc2ccc(Cl)cc21)N1CCCCCC1	-3.0	12.0	-0.3	-8.2	-2.9	-3.4	19.9	4.1
NNC(=O)c1ccccc1-n1cccc1	-2.4	8.7	3.1	-1.7	.	0.7	12.6	-4.5
CNc1cncc(-c2cccc(NS(C)(=O)=O)c2)n1	6.1	-1.2	3.6	-1.5	-22.0	-5.5	.	8.6
O=C(CCC(=O)c1ccc(Cl)cc1)OCC(=O)c1ccccc1	-2.2	.	1.8	.	.	-4.3	1.9	-1.4
C/C=C/c1cnc2c(c1)C(=O)N([C@H](C)CO)C[C@@H](C)[C@@H](CN(C)S(=O)(=O)c1cn(C)cn1)O2	.	3.4	0.1	-0.8	-8.2	23.0[16.7 µM]	-9.4	2.6
CC12CCC(C(=O)Nc3nc4ccccc4s3)(OC1=O)C2(C)C (stereo unspecified)	10.0	-58.2	1.9	1.7	-32.2	3.0	-72.7	-1.9
COc1ccc(S(=O)(=O)NN(C)C)cc1N(C)S(=O)(=O)c1ccc(Cl)cc1	1.6	2.4	-2.3	0.8	1.7	-9.2	9.9	1.1
CN(CC(=O)NCCC1=CCCCC1)S(=O)(=O)c1ccc2c(c1)CCC(=O)N2	1.2	-1.8	-0.4	0.4	-1.8	.	-0.9	.
Cc1ccc(P(=O)(c2ccc(C)cc2)[C@@H](NC(c2ccccc2)c2ccccc2)c2ccccc2)cc1	-7.0	31.6	.	-3.4	31.6	.	28.8	.
O=C(/C=C/c1cccc(C(F)(F)F)c1)NNC(=O)c1ccncc1	-1.5	-6.1	2.6	3.5	-5.7	-8.7	10.6	14.5
O=C(c1ccc2c(=O)n(C3CCCC3)c(=S)[nH]c2c1)N1CCN(C2CCCCC2)CC1	4.1	.	0.2	.	.	-4.2	-2.4	-0.9
COc1ccc(NC(=O)C(NC(=O)c2ccccc2)C(C)C)cc1 (stereo unspecified)	-4.2	.	-2.3	.	.	-6.4	-14.5	-7.0
OC1CCN(c2cc(-c3ccccc3)nc3cc(-c4ccc(F)cc4)nn23)CC1	-4.5	4.4	.	-1.1	1.1	4.1	15.4	2.5
Cc1ccc(C(C)C)c(OCCCCCN2CCOCC2)c1	-6.2	1.5	1.4	-8.2	-2.7	9.1	4.7	7.1
O=C(Nc1cccc(F)c1)N1CC(=O)N2[C@H](CO)[C@H](c3ccc(C#CC4CC4)cc3)[C@@H]2C1	.	5.3	.	1.5	8.7	.	.	15.5
NC1=NC[C@@H](Cc2ccc(O)cc2)N1CCc1cccc(F)c1	2.2	7.0	-3.7	-3.2	-3.7	2.4	-21.2	-5.6
O=[N+]([O-])c1cccc(CSc2cccc[n+]2[O-])c1	.	-2.3	.	2.3	12.2	.	1.6	.
Cc1ccc(N2CCN(C(=O)C(=O)c3cccc(Br)c3)CC2)cc1	-7.5	-5.1	.	-1.3	10.5	.	2.3	.
Cc1ccc(C)c(N2CCN(c3ncnc4c3cnn4-c3ccccc3)CC2)c1	4.3	-25.4	-3.0	-3.0	15.0	-0.7	-35.7	-2.4
C[C@H](CO)N1C[C@H](C)[C@H](CN(C)S(=O)(=O)c2ccc(F)cc2)Oc2ccc(NS(=O)(=O)c3ccc(Cl)cc3)cc2C1=O	.	9.1	101.8*	-15.2	9.3	35.4[16.7 µM]	-8.5	8.0
C[C@H]1CN([C@@H](C)CO)C(=O)c2cc(NC(=O)Nc3ccccc3)ccc2O[C@H]1CN(C)C(=O)Nc1ccc(F)cc1	-5.7	-3.6	2.2	2.3	2.3	-2.4[16.7 µM]	-5.4	-3.4
O=C(OCC(=O)c1c[nH]c2ccccc12)c1cccc(S(=O)(=O)N2CCCCCC2)c1	2.9	7.4	0.9	0.5	13.7	-1.3	-9.8	-1.3
COc1ccc(NC(=O)Nc2ccc3c(c2)C(=O)N([C@@H](C)CO)C[C@@H](C)[C@@H](CN(C)C(=O)c2ccccc2)OCCCC[C@H](C)O3)cc1	.	-8.3	2.1	2.4	12.1	6.0[16.7 µM]	-5.4	-10.2

Looked up one by one from above, 2 records:
SMILES	FN deposition inh	EWS-Fli inh	Cneo AK release	Casp6 inh	LGR2 antag	miR122 inh	PAX8 inh HTS	PGC1a acetyl inh
O=C(/C=C/c1cccc(C(F)(F)F)c1)NNC(=O)c1ccncc1	-1.5	-6.1	2.6	3.5	-5.7	-8.7	10.6	14.5
Cc1ccc(C)c(N2CCN(c3ncnc4c3cnn4-c3ccccc3)CC2)c1	4.3	-25.4	-3.0	-3.0	15.0	-0.7	-35.7	-2.4

Remaining list, next part
SMILES	FN deposition inh	EWS-Fli inh	Cneo AK release	Casp6 inh	LGR2 antag	miR122 inh	PAX8 inh HTS	PGC1a acetyl inh
Cc1ccnc(SC2CC(=O)N(c3ccc(Cl)cc3)C2=O)n1 (stereo unspecified)	-4.0	8.6	-1.6	-2.2	9.7	1.4	-16.1	9.1
COc1ccc(NC(=O)N(C)C[C@@H]2Oc3ncc(C#CCN(C)C)cc3C(=O)N([C@H](C)CO)C[C@@H]2C)cc1	-15.9	-9.5&-7.1	1.0&-2.7	-35.0&-46.7	-7.5	32.0[16.7 µM]	-7.6	-0.9&5.9
O=C(Nc1cccc(F)c1)N1CC(=O)N2[C@@H](CO)[C@@H](c3ccc(C#CC4CC4)cc3)[C@@H]2C1	.	8.1	.	2.1	-5.8	.	.	7.1
C[C@H](CO)N1C[C@H](C)[C@H](CN(C)Cc2ccc(-c3ccccc3)cc2)Oc2c(NC(=O)Nc3cccc4ccccc34)cccc2C1=O	.	-7.0	.	.	6.8	4.2[16.7 µM]	.	4.2
O=C(N/C(=C/c1cccs1)C(=O)N1CCCCCC1)c1ccccc1	18.6	.	-1.0	.	2.1	18.4	.	-2.7
O=c1/c(=C/c2ccc(O)c([N+](=O)[O-])c2)sc2nc3ccccc3n12	-3.3	-26.4	.	6.0	2.1	1.2	3.2	-2.5
COC(=O)C(CO)Nc1ncnc2onc(-c3ccc(F)cc3)c12 (stereo unspecified)	-5.6	0.7	9.3	-3.1	2.0	.	0.7	.
CCOc1ccc(N2CC(C(=O)N3CCN(c4ccccn4)CC3)CC2=O)cc1 (stereo unspecified)	-0.2	3.0	.	1.8	-9.5	.	.	.
C[C@@H]1CN([C@@H](C)CO)C(=O)c2cc(C3=CCCCC3)cnc2O[C@@H]1CN(C)C(=O)NC1CCCC1	.	1.7	-1.6	5.5	3.0	.	.	-5.0
O=C(O)COc1ccc(NC(=O)c2ccc(NC(=O)c3ccco3)cc2)cc1	3.5	-6.3	1.1	1.6	8.6	-2.5	-14.4	9.7
Cc1cc(C)n2nc(SCCOc3ccc(F)cc3)nc2n1	1.6	-7.6	.	0.1	-16.8	0.4	-30.3	-13.9
Cn1nnc2cc(C(=O)N3CCN(c4ccccn4)CC3)ccc21	3.9	-7.2	-3.4	1.3	12.5	-7.9	-14.1	.
CN1[C@@H]2c3ccc(C4=CCCCC4)c(=O)n3C[C@H]1[C@H](CO)[C@H]2C(=O)NCCc1ccccc1	.	9.7	.	.	-9.4	8.8[16.7 µM]	-1.2	-10.3
CC1CCCN(C(=O)CCc2nnc(-c3ccc4c(c3)OCO4)o2)C1 (stereo unspecified)	-5.7	.	-1.8	-1.6	-2.9	.	-90.5	.
O=C(NC1CCCC1)C(c1ccccn1)N(Cc1ccccc1F)C(=O)c1csnn1 (stereo unspecified)	-9.5	-2.9	1.0	2.8	3.4	-2.6	-15.5	6.5
COCC(=O)N1C[C@@H]2[C@H](c3ccccc31)[C@@H](CO)N2C(=O)Nc1ccccc1Cl	.	-1.0	0.7	2.5	-5.4	-17.2[16.7 µM]	-6.4	-1.7
CCOC(=O)C(Cc1ccc(NC(=O)/C(=C/c2ccccc2)NC(=O)c2ccccc2)cc1)N1C(=O)c2ccccc2C1=O (stereo unspecified)	-4.8	.	-1.7	.	.	4.1	10.5	-8.3
COc1ccc(NC(=O)N(C)C[C@H]2OCCCC[C@H](C)Oc3ccc(NC(=O)CCCN(C)C)cc3C(=O)N([C@@H](C)CO)C[C@H]2C)cc1	.	0.1	-0.5	-0.4	2.1	10.7[16.7 µM]	-25.4	3.9
COc1cccc(S(=O)(=O)N2C[C@@H](O)COC[C@H]3O[C@H](CC(=O)N4CCN(C)CC4)CC[C@@H]32)c1	-16.7	-5.7	84.6*	-14.7	-5.3	7.4[16.7 µM]	-10.3	5.2
COc1ccc(-c2[nH]c(-c3cc(OC)c4c(c3)OCO4)nc2-c2ccccc2)cc1	.	2.9	3.7	0.8	6.1	-1.7	3.7	0.5
CCC(c1nnnn1CC1CCCO1)N(CCCO)Cc1cc2cccc(C)c2[nH]c1=O (stereo unspecified)	.	.	0.5	0.7	9.7	-5.5	.	.
CN(C(=O)CCl)C1CCCc2ccccc21 (stereo unspecified)	2.4	19.6	.	-4.0	-5.8	.	19.4	5.1
C[C@H]1CN([C@@H](C)CO)C(=O)c2cccc(NC(=O)c3nc4ccccc4s3)c2O[C@@H]1CN(C)Cc1ccc(Cl)c(Cl)c1	.	5.3	-0.9	-4.7	-18.2	10.0[16.7 µM]	.	-1.5
Cc1ccsc1C(=O)OCC(=O)Nc1cccc(S(=O)(=O)N2CCCCC2)c1	.	3.7	-0.3	0.1	0.9	2.3	4.5	-12.6
NC(=O)C1CCN(c2oc(-c3cccs3)nc2S(=O)(=O)c2ccc(Br)cc2)CC1	-3.4	-8.8	-1.5	1.6	3.6	.	5.1	1.6
COc1ccc(OC)c(/C=C/C(=O)c2ccc3c(c2)OCO3)c1	.	-43.4	2.8	2.0	-26.8	7.6	-25.8	-2.3
Cc1cc(Br)cc(Cl)c1OCC(=O)NC(=O)NCc1ccccc1	-4.6	3.0	.	-2.4	.	-6.3	5.6	3.1
C[C@H]1CN([C@@H](C)CO)C(=O)c2cccc(NS(=O)(=O)c3ccccc3)c2O[C@H]1CN(C)S(=O)(=O)c1cccs1	.	-4.2	.	2.6	2.1	20.3[16.7 µM]	.	2.2
CCOc1ccc(C(=O)COC(=O)c2cc(=O)[nH]c3ccccc23)cc1	-5.0	-7.1	.	-4.5	-11.5	.	-16.1	.

Compound activity from PubChem BioAssay.
